# Compound activity: PubChem BioAssay, ICCB-Longwood Screening Facility, Harvard Medical School
# PV pol inh = poliovirus RdRp elongation inhibitors, primary screen, biochemical, fluorescence polarization, total intensity | AID 588519, 2011 | poliovirus polymerase elongation; active compounds read low | % elongation, % (compound at 16.7 µg/mL) | 150,000 compounds, 0.66% hits; in the data active = % elongation below about 90%; note: some results filed as inactive read as strong as hits
# Target sequence (P03300 1749-2209 limits assumed): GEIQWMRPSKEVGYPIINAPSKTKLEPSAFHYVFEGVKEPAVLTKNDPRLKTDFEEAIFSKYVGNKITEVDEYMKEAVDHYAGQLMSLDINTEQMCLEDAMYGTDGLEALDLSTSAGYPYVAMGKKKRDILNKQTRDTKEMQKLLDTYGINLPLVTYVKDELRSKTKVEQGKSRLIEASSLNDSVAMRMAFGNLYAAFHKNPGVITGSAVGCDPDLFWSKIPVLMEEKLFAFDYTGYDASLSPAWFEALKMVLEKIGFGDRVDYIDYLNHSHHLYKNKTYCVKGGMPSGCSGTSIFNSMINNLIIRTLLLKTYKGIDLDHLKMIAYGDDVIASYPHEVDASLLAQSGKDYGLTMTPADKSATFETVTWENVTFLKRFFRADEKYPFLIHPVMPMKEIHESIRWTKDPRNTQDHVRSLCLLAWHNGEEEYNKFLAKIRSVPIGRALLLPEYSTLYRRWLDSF
# PV pol inh FP z-score = second read-out of PV pol inh, no call of its own (marks repeat the call); z-score; measured here: FP z-score; hits read low
# The depositor's hits bear a star. Only part of the results is shown (hit frequency here may not be typical).
smiles | PV pol inh | PV pol inh FP z-score
O=C(NO)C1CC2C=CC1C2 (stereo not given) | 98 | -2.2
CNC(=O)CCC(=O)N1Cc2ccccc2Oc2ncccc21 | 101 | -0.1
Cn1c(=O)c(C(CC(=O)c2cc3ccccc3oc2=O)Nc2ccccc2)c(O)c2ccccc21 (stereo not given) | 112 | 0.9
Cc1ccc(N(CC(=O)N2CCN(c3cc(C)ccc3C)CC2)S(=O)(=O)c2c(C)nn(C)c2C)cc1 | 102 | -0.3
O=C(CSc1nnc(Cc2cccs2)n1C1CC1)Nc1ccc2c(c1)OCO2 | 106 | 0.4
O=C(C[n+]1ccc(/C=N/O)cc1)NC1CCCCC1 | 103 | 0.4
COc1ccccc1CCC(=O)NCc1ccccc1 | 100 | -0.5
COc1ccc(Cl)cc1NC(=O)C(C)N1Cc2ccccc2C1=O (stereo not given) | 112 | 1.1
CCCCNC(=O)C1CCC(=O)N(c2ccc(OC)cc2)C1c1ccc(OC)cc1 (stereo not given) | 100 | -0.2
Cc1ccc(C)c(N2CCN(C(=O)c3cc4cc5ccc(C)cc5nc4o3)CC2)c1 | 113 | 1.3
Cc1ccc(S(=O)(=O)NC2(C(F)(F)F)C(=O)Nc3c2c(=O)[nH]c(=O)n3-c2ccccc2)cc1 (stereo not given) | 107 | 0.7
Cc1ccc(S(=O)(=O)N2CCCc3cc(NS(=O)(=O)c4cc(F)ccc4F)ccc32)cc1 | 115 | 1.5
CCc1nc(SC/C=C/c2ccccc2)c(C#N)cc1C | 104 | 0.2
N#CC(C(=O)c1cc(=O)c2cc(Cl)ccc2o1)c1ccccn1 (stereo not given) | 103 | 0.1
Cc1ccc(NC(=O)C(C)Sc2nc3c(c(=O)[nH]2)CCCC3)cc1Cl (stereo not given) | 109 | 0.5
O=C(COc1ccccc1F)Nc1c(C(=O)Nc2cccc(F)c2)oc2ccccc12 | 104 | 0
O=C(Nc1ccc(Cl)c(C(F)(F)F)c1)C(Cc1ccccc1)NS(=O)(=O)c1ccc(Br)s1 (stereo not given) | 102 | -1.8
CCC(=O)N1CCc2cc(CNS(=O)(=O)c3cc(Cl)ccc3OC)ccc21 | 107 | -0.2
NS(=O)(=O)c1ccc(CNC(=O)c2ccco2)cc1 | 103 | 0.3
COC(=O)c1ccc(C)cc1 | 103 | 0.2
Cc1ccc2c(=O)cc(C(=O)Nc3sc4c(c3C(=O)NCc3ccco3)CCCC4)oc2c1C | 105 | -0.4
COC(=O)c1ccccc1NC(=O)c1cc2cc(C)ccc2n1C | 102 | -0.9
COc1ccc(-c2csc(=Nc3ccccc3)n2CCCN(C)C)cc1 | 98 | -1.1
Cc1ccc(C(=O)c2coc3ccc(O)c(CN4CCN(C)CC4)c23)cc1 | 103 | 0.4
CC(N)c1nc(-c2ccccc2Cl)no1 (stereo not given) | 101 | -0.3
COc1ccc(CCNC(=O)CCc2c(C)c3ccc(O)c(C)c3oc2=O)cc1 | 107 | 0.1
COC(=O)C1=C(N)N(c2cccc(C(F)(F)F)c2)C2=C(C(=O)CCC2)C1c1ccccc1 (stereo not given) | 106 | 0.3
O=C(COC(=O)C1CCC(=O)N1)Nc1nc(-c2ccccc2)cs1 (stereo not given) | 101 | -0.2
CCOC(=O)c1c(C)sc2c3c([nH]c12)CCCC3 | 113 | 2.3
Cc1ccc(-c2ccc(=O)n(CC(=O)NCCc3ccccc3)n2)cc1 | 110 | -0.2
Cc1ccc2nsnc2c1S(=O)(=O)NC1CC1 | 101 | 0.1
CCOc1ccc(Cl)cc1CNCCCSc1nnnn1C | 114 | 1.6
Cn1c(=O)c2c(n3nnnc13)-c1ccccc1CC21CCCC1 | 105 | 1
CCOc1ccc(-c2nonc2NC(=O)COc2ccc(C)c(C)c2)cc1OCC | 108 | 0.3
C=CCn1c(=O)/c(=C/c2sccc2C)s/c1=C(/C#N)C(=O)NCc1ccco1 | 46 | -6.9
CCOc1ccccc1NC(=O)CCCc1nc(-c2ccccc2Cl)no1 | 105 | -0.4
COc1ccc(Nc2ssc(=O)c2Cl)cc1OC | 141 | 3.4
Cc1ccc(C2C(C#N)=C(N)SC(N)=C2C#N)c(C)c1 | 78 | -8.2
CCOc1cccc2cc(-c3nnc(Nc4ccc(F)c(Cl)c4)s3)c(=O)oc12 | 105 | -0.5
CCC(C)NS(=O)(=O)c1ccc(C)cc1C (stereo not given) | 96 | -0.3
COC(=O)c1ccc(Nc2nc(-c3ccc(C)cc3)nc3ccccc23)cc1 | 105 | 0.2
Cc1ccc(Oc2c(C)nc(C)nc2OC(=O)N(C)C)cc1 | 106 | 0.6
COC(=O)C1=C(O)c2ccccc2S(=O)(=O)N1 | 110 | 0.5
CCN(C(=O)c1c(C)oc2ncn(CC(C)C)c(=O)c12)c1cccc(Cl)c1 | 108 | 0.1
COCCn1c(COc2cccc(OC)c2)nnc1SCC(=O)NC1CCCC1 | 101 | -0.5
CCOc1ccc(NC(=O)[C@@H](c2ccccc2)N2Cc3ccccc3C2=O)cc1 | 111 | 1.7
CCOc1ccc(C(=O)CSc2nc3cc(C(=O)NC4CCCC4)ccc3c(=O)n2CC2CCCO2)cc1 (stereo not given) | 114 | 1.5
CC12CCC3C(CC=C4CC(OC5CCCCO5)CCC43C)C1CCC2=O (stereo not given) | 101 | -0.2

# Full records, looked up by structure. Screens in order: PV pol inh | PV pol inh FP z-score
# Listed for Cc1ccc(Oc2c(C)nc(C)nc2OC(=O)N(C)C)cc1 = 106 | 0.6
# Listed for CCOc1ccc(C(=O)CSc2nc3cc(C(=O)NC4CCCC4)ccc3c(=O)n2CC2CCCO2)cc1 (stereo not given) = 114 | 1.5
# Listed for CCN(C(=O)c1c(C)oc2ncn(CC(C)C)c(=O)c12)c1cccc(Cl)c1 = 108 | 0.1
# Listed for CC12CCC3C(CC=C4CC(OC5CCCCO5)CCC43C)C1CCC2=O (stereo not given) = 101 | -0.2
# Listed for COC(=O)C1=C(O)c2ccccc2S(=O)(=O)N1 = 110 | 0.5

# (cont.)
smiles | PV pol inh | PV pol inh FP z-score
Cc1ccc(CCNC(=O)c2cc3c(=O)[nH]c4ccc(C)cc4c3s2)cc1 | 102 | 0.3
Cc1c(C(=O)O)oc2c1C(=O)CCC2 | 101 | -0.9
CCOc1ccc(NC(=O)CCc2c(C)nc3c4c(C)cc(C)nc4nn3c2C)cc1 | 106 | 0
O=C(NCCc1ccc(Cl)cc1)C12CC3CC(CC(C3)C1)C2 | 105 | 0.2
C#CCOc1ccc(/C=C(/C#N)c2ccc(C(=O)O)cc2)cc1OC | 103 | 0.5
Cc1nonc1CC(=O)O | 101 | -0.2
CCCn1c(N)c(C(=O)CSc2ccc3c(c2)OCCO3)c(=O)[nH]c1=O | 104 | 0.4
CSc1sc(-c2[nH]ncc2Br)c2c1C(=O)CC(C)(C)C2 | 95 | -2.5
CCOc1ccc(S(=O)(=O)NC(C)C)cc1 | 104 | 0.5
CCc1ccc2oc(C(=O)Nc3nonc3CC)c(C)c2c1 | 110 | 0.4
CC1C(O)C(N(C)C)CC2COCC21 (stereo not given) | 102 | -0.2
CC1CCN(S(=O)(=O)c2ccc3c(c2)N(CC(=O)NC(C)C)C(=O)CS3)CC1 | 104 | -0.3
CCOc1cc2c(cc1OCC)C(CC(=O)O)N(C(=O)Nc1ccccc1C(F)(F)F)CC2 (stereo not given) | 98 | -1.3
CCOC(=O)Cn1c(=O)n(C2CCCCC2)c2nc(-c3ccc(CC)cc3)nc(C(N)=O)c21 | 103 | -0.9
Cc1sc2c(c1C)c(=O)n(-c1ccc(Cl)cc1)c(=O)n2CC(=O)c1ccccc1 | 108 | 0.8
O=C(CCC(=O)c1ccc(F)cc1)Nc1ccc(Cl)cc1 | 105 | 0.1
CC(=O)N1CCc2[nH]c3ccccc3c2C1 | 104 | 0.7
CC(=O)NC12CC3CC(C1)CC(C(=O)OCC(=O)Nc1cc(C)nn1-c1ccccc1)(C3)C2 | 102 | 0.1
CN(C)CCC(c1ccc(Cl)cc1)c1ccccn1 (stereo not given) | 100 | 0
CC1CCN(S(=O)(=O)c2cc3c4c(c2)CC(=O)N4CCC3)CC1 | 107 | -0.1
CCN1CCN(C(=O)c2cccc(Nc3nc4ccccc4n4cnnc34)c2)CC1 | 102 | 0.2
CC(OC(=O)c1cccc(NS(C)(=O)=O)c1)C(=O)Nc1ccc(N2CCOCC2)cc1 (stereo not given) | 107 | 0.4
O=C(Nc1ccc(Oc2ccccc2)cc1)C1CCN(c2nc3ccccc3o2)CC1 | 98 | -0.6
O=C(COC(=O)Cc1ccccc1)Nc1cccnc1Cl | 102 | -0.6
CN(C)Cc1c(C(=O)N/N=C/CCc2ccccc2)nnn1-c1nonc1N | 104 | 0.5
CCC(C)NC(=O)CCn1c(=O)c2cccn2c2ccc(F)cc21 (stereo not given) | 102 | -0.1
CC1CN(S(=O)(=O)c2ccc(NC(=O)CCS(=O)(=O)c3ccccc3)cc2)CC(C)O1 (stereo not given) | 105 | 0.2
O=C(NC1CCCCCC1)[C@@H]1CCCN1S(=O)(=O)c1ccc2c(c1)OCCO2 | 104 | -0.1
Cc1nn(CCOc2c(Cl)cccc2Cl)c(=O)c(C#N)c1C | 103 | 0
CCCCN(Cc1cc2ccccc2[nH]c1=O)C(=O)c1cccc(Cl)c1 | 124 | 0.6
O=C(Nc1ccccc1Sc1ncnc2sc3c(c12)CCCC3)c1cccs1 | 103 | 0.4
Cc1nc(N(c2ccccc2)c2ccccc2)sc1C | 98 | -0.7
N#CCSc1nc2ccccc2c(=O)n1CC1CCCC1 | 104 | 1.6
CCOC(=O)CSc1nc(-c2ccccc2)c(C#N)c(=O)[nH]1 | 104 | 1
CCC(C#N)C12CC3CC(CC(C3)C1)C2 (stereo not given) | 106 | 0.2
COc1ccc(C)cc1NC(=O)C(=O)NCC1(c2ccccc2)CCCC1 | 109 | 0.5
Cc1nc(N2CC(O)CC2C(N)=O)c2c(-c3ccccc3)csc2n1 (stereo not given) | 109 | 1.1
CNC(=O)CN(C#N)c1nc(N(C)C)nc(N(C)C)n1 | 100 | 0
CCc1ccc(NC(=O)CSC2=Nc3ccccc3C3=NC(CCC(=O)NCc4ccccc4)C(=O)N23)cc1 (stereo not given) | 109 | 0.4
Cn1c(=O)c(=O)n(C)c2cc(N3CCCC3)c(NC(=O)c3ccccc3Cl)cc21 | 105 | 0.2
O=P1(NCc2ccco2)C=C(c2ccccc2)OC(c2ccccc2)=C1 | 106 | 0.5
COc1ccc(OCc2nc3ccccc3n2Cc2ccc(C(C)(C)C)cc2)cc1 | 109 | -0.3
CCn1c(=O)c(=O)n(CC)c2cc(N3CCCCC3)c(NC(=O)c3ccccc3OC)cc21 | 107 | 0.6
CCOCCCNC(=O)CCC(=O)NNc1nc2ccccc2c2nc(-c3ccccc3)nn12 | 104 | 0.1
CC(C)CN(CCCNC(=O)c1cc(=O)[nH]c2ccc(S(=O)(=O)N3CCCCCC3)cc12)CC(C)C | 111 | 0.4
COc1cc(CN(C(=S)NCC(=O)N2CCCC2)C2CCCC2)cc(OC)c1OC | 101 | -0.4
CC(C)N1CC2(c3ccccc31)N1CC3(C)CN2CC(C)(C1)C3=O (stereo not given) | 105 | 0.8
CCN1C(=O)/C(=C2/SC(c3ccccc3)=C3N=CC(C)=CN32)SC1=S | 107 | 1.3
CC1=C(C#N)C(=O)N(CCc2ccccc2)C(=O)/C1=C/c1ccc(-c2ccc3c(c2)COC3=O)o1 | 104 | 0.4
O=C(O)CSc1nc2c(n1-c1ccccc1)CCCC2 | 103 | -0.5
Cc1c(C(=O)c2ccc(OC(F)F)cc2)oc2ccc(F)cc12 | 101 | -0.4
CCOc1ccc(NC(=O)c2cc(-c3ccc(C)c(F)c3)on2)c([N+](=O)[O-])c1 | 112 | 0.9
O=C(Cn1ncn2cccc2c1=O)N1CCCCC1 | 104 | 0.4
CN1CCC(NC(=S)NC2CC2)CC1 | 100 | -0.2
CN(C)C(=O)c1cc2c(=O)n3ccccc3nc2n1C | 101 | -0.1
Cc1cc(=O)n2[nH]c(CC(=O)O)nc2n1 | 101 | -0.4

# Going on with the list:
smiles | PV pol inh | PV pol inh FP z-score
Cc1ccsc1CCN1CSC2=C(C#N)C(c3ccc(Cl)cc3)CC(=O)N2C1 (stereo not given) | 99 | -1.9
Cc1onc(-c2ccccc2)c1C(=O)OCC(=O)N(C)Cc1cccs1 | 101 | -0.1
CCOC(=O)c1cnc2ccc(C)cc2c1NCCc1ccc(OC)c(OC)c1 | 103 | -0.5
O=C(CC(NCc1ccccc1)C(=O)O)Nc1cccnc1 (stereo not given) | 102 | 0.1
Cc1ccc(CNS(=O)(=O)c2ccc(N3CCCCS3(=O)=O)cc2)cc1 | 110 | 0.7
Cc1nnc(NC(C)C)s1 | 106 | 0.2
COc1ccccc1S(=O)(=O)Nc1ccc2nc(SC)sc2c1 | 102 | -0.3
CCC1Sc2ccc(S(=O)(=O)CCC(=O)N3CCOCC3)cc2NC1=O (stereo not given) | 102 | -0.1
O=C(O)CC(Cc1ccc(Cl)cc1)C(=O)Nc1ccccc1 (stereo not given) | 101 | -0.4
Cc1nc(N(C)CC(=O)N2CCOCC2)c2c(-c3ccccc3)csc2n1 | 105 | 0.3
CCOC(=O)c1c(C)sc(-c2c(-c3ccc(OC)c(F)c3)[nH]c3c2c(=O)[nH]c(=O)n3C)c1O | 154 | 3.5
Nc1ccc(S(=O)(=O)NC2(C(F)(F)F)NC(=O)N(c3cccc(Cl)c3)C2=O)cc1 (stereo not given) | 100 | -0.7
CC(C)N(C(C)C)S(=O)(=O)c1ccc(N2CCc3ccccc3C2)nc1 | 101 | -0.2
CC(C)N(Cc1ccccc1)C(=O)CCS(=O)(=O)c1cc2c(cc1Cl)NC(=O)CO2 | 111 | 1
NC(=O)C1CCN(C(=O)COc2ccc(Cl)cc2Cl)CC1 | 100 | -0.1
COC(=O)c1sccc1NC(=O)c1cc(C)on1 | 100 | -0.1
CC(C)(O)C1Cc2cc3ccc(=O)oc3cc2O1 (stereo not given) | 101 | -0.3
